# NCI-60 one-dose screen, 48 h, at 10 µM unless noted. Numbers give growth in % (100 = growth as untreated, 0 = no growth, -100 = all killed).
# SK-MEL-28 – SK-MEL-28 melanoma; actives 4.1% (n = 81,000)
# M14 – M14 melanoma; actives 6.2% (n = 80,000); AID 1794745
# A549/ATCC – A549/ATCC NSCLC; actives 3.7% (n = 81,000); AID 1794740
# HOP-92 – HOP-92 NSCLC cells; AID 1794738; actives 6.3% (n = 71,000)
# HOP-62 – HOP-62 NSCLC; actives 3.9% (n = 80,000); AID 1794735
# EKVX – EKVX NSCLC; actives 3% (n = 71,000)
# CCRF-CEM – CCRF-CEM leukemia | actives 7% (n = 77,000) | AID 1794778
# SK-MEL-5 – SK-MEL-5 melanoma; actives 6.4% (n = 80,000)
# Active calls of the source: *; · = no result given; & = joins results of further samples. The calls were made as follows: active = growth percent below 10; inactive = the rest. Rows are unselected. Share with any hit: about 12%.
SMILES,SK-MEL-28,M14,A549/ATCC,HOP-92,HOP-62,EKVX,CCRF-CEM,SK-MEL-5
CCCCC1=C(Br)C(=O)c2ncccc2C1=O,115,98,95,46,91,99,8.1*,90
O=C(O)c1ccc2ccccc2c1C(=O)O,99,97,65,99,81,96,97,101
CC1=CC2C(=O)c3c([nH]c4ccccc34)NC2C=C1 (stereo unspecified),112,96,100,102,88,99,107,98
CCOC(=O)c1cn(CCN(C)C)c2nc(NCc3ccc(OC)c(OC)c3)nn2c1=O,117,101,91,98,95,98,·,97
COC(=O)c1ccc2c(c1)Oc1ccc(Cl)cc1-c1cc(C)nn1-2,106,89,41,61,38,67,79,86
CCn1c(=O)sc2cc(Cl)ccc21,100,104,103,88,70,·,105,99
c1cnc2nc3c(cc2c1)oc1ncccc13,108,99,107,91,98,103,103,104
CCOC(=O)/C(C#N)=C\c1ccc(N(C)C)cc1,105,105,102,116,106,96,105,99
c1cc(N2CCCC2)c2nc(-c3[nH]ncc3Nc3ncnc4[nH]ccc34)[nH]c2c1,-53*,-77*,-7.2*,-1.3*,-14*,-31*,2.0*,-89*
CSc1nc(S(C)(=O)=O)nc2[nH]c(=O)[nH]c12,126,97,106,98,98,·,117,103
CCOC(=O)OCc1ccccc1,116,108,102,99,101,100,104,102
c1ccc(-n2c(SCCc3c[nH]c4ccccc34)nnc2-c2ccncc2)cc1,103,101,98,77,99,100,104,98
COc1cc(-n2cc(C#N)c(N)c2C(=O)c2ccc(Br)cc2)cc(OC)c1OC,111,93,99,·,96,100,107,96
CCOC(=O)C(Cc1cccc(F)c1)C(=O)OCC,112,100,95,99,101,97,108,101
O=[N+]([O-])c1cc(F)cc(F)c1,113,102,116,85,108,110,·,·
CCCCCCCCCCCC1=NCC(CC(C)CC(C)(C)C)O1 (stereo unspecified),115,105,105,·,103,114,101,99
COc1cc(-c2nc3ccccc3s2)cc(CN2CCCCC2)c1O,99,103,97,77,107,88,·,96
CCOC(=O)c1noc2c1CCc1cn(Cc3ccc(OC)c(OC)c3)cc1-2,102,98,77,122,89,107,102,104
COc1ccc(C(=O)/C(=N/O)S(=O)(=O)c2ccccc2)cc1,100,104,101,·,112,·,99,·
CC1(C)CC[C@]23CC[C@]4(C)[C@H](CC[C@@H]5[C@@]6(C)CC(CCC#N)(CCC#N)C(=O)C(C)(C)[C@@H]6CC[C@]54C)[C@H]2[C@H]1OC3=O,93,84,105,105,100,92,·,90
CCOC(=O)C1(C(=O)OCC)NC(=O)CC1CC (stereo unspecified),98,112,100,92,102,96,95,101
COc1cc2c(cc1OCCCOc1ccc(-c3ccc4c(c3)c3cc(-c5ccc(OCCCOc6cc7c(cc6OC)C(=O)N6CCC[C@H]6C=N7)cc5)ccc3n4S(=O)(=O)c3ccc(F)cc3)cc1)N=C[C@@H]1CCCN1C2=O,105,102,104,63,90,122,80,96
COc1ccc2c(c1OC)C(=O)OC2,112,97,85,103,105,101,106,102
S=C(Sc1ccc(Cl)cc1)Sc1ccc(Cl)cc1,-64*,-45*,45,-4.7*,48,49,-16*,66
CC1=C2[C@@H](CC1)[C@]1(C)O[C@@](C(C)C)(C[C@H]1OC(=O)[C@H](C)N)[C@H]2OC(=O)/C=C/c1ccccc1,106,103,89,97,95,94,86,103

# Entries of single compounds, looked up by structure.
# COc1ccc(C(=O)/C(=N/O)S(=O)(=O)c2ccccc2)cc1 in the list: SK-MEL-28: 100; M14: 104; A549/ATCC: 101; HOP-92: ·; HOP-62: 112; EKVX: ·; CCRF-CEM: 99; SK-MEL-5: ·
# S=C(Sc1ccc(Cl)cc1)Sc1ccc(Cl)cc1 in the list: SK-MEL-28: -64*; M14: -45*; A549/ATCC: 45; HOP-92: -4.7*; HOP-62: 48; EKVX: 49; CCRF-CEM: -16*; SK-MEL-5: 66
# COc1ccc2c(c1OC)C(=O)OC2 in the list: SK-MEL-28: 112; M14: 97; A549/ATCC: 85; HOP-92: 103; HOP-62: 105; EKVX: 101; CCRF-CEM: 106; SK-MEL-5: 102

# Next part.
SMILES,SK-MEL-28,M14,A549/ATCC,HOP-92,HOP-62,EKVX,CCRF-CEM,SK-MEL-5
Cc1cc(Cl)cc(NS(=O)(=O)c2ccc(-c3cnc(C4CC4)o3)cc2)c1,55,13,32,67,42,39,19,32
CC(C)C1=C[C@@]23CC[C@@H]4[C@](C)(CCC[C@@]4(C)C(=O)OCc4cn(Cc5ccccc5)nn4)[C@H]2C[C@@H]1[C@H]1C(=O)OC(=O)[C@H]13,107,105,72,101,93,98,83,97
Cc1c(C(=O)N2CCN(c3ccccc3)CC2)nn(-c2ccc(Cl)cc2)c1-c1ccc(Cl)cc1,88,80,73,81,95,83,87,79
CCN1CCN(C2C(=O)NC(c3cccc([N+](=O)[O-])c3)c3sc4c(F)cccc4c32)CC1 (stereo unspecified),113,102,107,101,91,102,102,102
COC(=O)C1(O)NC(=C(C#N)C#N)C(C#N)=C1C(=O)c1cccs1 (stereo unspecified),101,93,103,116,94,95,·,104
Cn1c2c(c3ccc(Cl)c(Cl)c31)C(C#N)C1(CCCC1)NC2=O (stereo unspecified),124,118,73,44,88,95,89,91
O=C(O)c1cc(-c2cc(C(=O)O)c3ccccc3n2)ccc1O,118,107,99,88,103,111,105,105
NC(=S)NCc1ccccc1,98,96,103,91,94,101,101,100
CC(C)Sc1nc(NNC(N)=S)c(C#N)c(-c2ccc(F)cc2)n1,113,104,93,70,101,97,93,93
CC(=O)[C@H]1CC[C@H]2[C@@H]3CCC4=CC(=O)C=C[C@]4(C)[C@H]3CC[C@]12C,109,107,94,·,100,60,87,82
O=C1NCCN1/N=C/c1c(Cl)nc2sccn12,113,117,101,83,105,90,112,99
O=C(NN1C(=O)c2ccccc2C1=O)c1ccc(Nc2ncnc3c2cnn3-c2cccc(Br)c2)cc1,114,99,105,102,97,107,112,100
Cc1c(N)c(S(N)(=O)=O)cc(S(N)(=O)=O)c1Cl,113,110,101,102,112,105,100,112
Nc1c(C(=O)N/N=C/c2ccc(F)c(Oc3ccccc3)c2)cnn1CC(O)c1ccccc1 (stereo unspecified),82,79,77,88,77,88,66,47
N#C/C(=C\c1cccc(C#N)c1)C(=O)c1ccccc1,119,106,96,77,113,109,95,97
COc1cc(-c2nc3ccccc3[nH]2)ccc1OCC(=O)N=Nc1c(O)[nH]c2ccc(Cl)cc12,-65*,-72*,36,-36*,-61*,·,-47*,·
O=[N+]([O-])c1cccc(CO)c1,105,100,102,·,105,106,96,113
CC(=O)O[C@H]1CC[C@@]2(C)[C@@H](CC[C@@H]3[C@@H]2CC(=O)[C@]2(C)[C@@H]4C(=O)C=C5CCCCC5[C@@H]4C[C@@H]32)C1 (stereo partly specified),101,74,103,105,97,·,·,93
O=C(CC(c1ccccc1)C(C(=O)O)C(=O)O)c1ccccc1 (stereo unspecified),108,100,102,113,93,96,106,104
Fc1ccccc1Cn1cc(CSc2nc3ccccc3o2)nn1,107,98,95,125,98,102,125,109
COc1ccc(-c2cc(-c3cc(OC)ccc3OC)nc(SCC(=O)c3ccccc3)c2C#N)cc1,103,98,93,92,90,100,111,99
O=c1[nH]c2ccccc2cc1CSc1ccc(Nc2nccc(-c3ccc4ccccc4c3)n2)cc1,66,70,22,-3.8*,75,68,80,77
Cc1cc(C)c(/C=C2\C(=O)Nc3ccc(NC(=O)CCCCCCC(=O)NO)cc32)[nH]1,24,18,82,-30*,34,·,24,6.4*
Cn1cc(-c2csc(-c3cn(CCN)c4ccc(Br)cc34)n2)c2cccnc21,100,86,37,46,67,75,40,87
CC(=O)OCC(COC(C)=O)C(C)=O,·,105,99,93,101,98,94,109
# (more compounds)
SMILES,SK-MEL-28,M14,A549/ATCC,HOP-92,HOP-62,EKVX,CCRF-CEM,SK-MEL-5
O=C(O)c1cc2c([nH]c3ccc(Cl)cc32)c(=O)s1,112,98,105,107,123,99,102,105
CN1C=CC(C(C(N)=O)c2ccccc2)c2ccccc21 (stereo unspecified),103,114,98,82,101,104,94,106
C=C(CN=[N+]=[N-])[C@@H]1CC[C@]2(COC(C)=O)CC[C@]3(C)[C@H](CC[C@@H]4[C@@]5(C)CCCNC(C)(C)[C@@H]5CC[C@]43C)[C@@H]12,83,71,64,62,74,77,51,69
CC(C)(O)CCl,110,108,98,114,107,·,·,104
O=C(c1ccc(-c2ccccc2)cc1)c1ccc([N+](=O)[O-])cc1,122,94,114,91,111,98,89,97
Cc1ccccc1C1OC2=C(Nc3ccccc3N2)C1=O (stereo unspecified),110,107,101,107,97,101,104,103
O=C(Nc1ccccn1)c1ccccc1,119,98,101,97,113,·,126,110
Cc1cc2nc(-c3c(-c4ccc(F)cc4)nc4sccn34)[nH]c2cc1C,95,99,96,86,108,103,90,86
COC(=O)c1cc(=O)nc(N/N=C/c2ccccc2)s1,115,108,99,92,107,·,98,102
Clc1cc(Cl)c(C[N+]23CN4CN(CN(C4)C2)C3)cc1Cl,104,103,104,130,91,103,88,98
O=c1[nH]c(=S)c2[nH]c(=S)n(-c3ccccc3)c2[nH]1,123,107,101,·,108,105,·,111
O=C1NCc2ccccc21,113,104,95,90,105,106,98,102
COc1ccc(NC(=O)c2sc3nc(C)c(C(=O)CCc4cccc(OC)c4)cc3c2N)cc1,83,70,30,88,71,83,65,62
Nc1nc2ccc(OC(F)(F)F)cc2s1,122,103,99,81,·,85,80,89
COc1cccc(-c2nn(-c3ccccc3)cc2-c2ccnc(N3CCN(C(=O)Nc4ccc(Cl)c(Cl)c4)CC3)c2)c1,87,79,86,75,102,68,70,90
CC(C)Cn1cnc2c(SC(C)C)nc(N)nc21,105,106,98,99,106,103,98,103
NCC1CCC(C(=O)O)CC1 (stereo unspecified),111&112,105&101,114&106,88,98&110,111&113,127,103&112
COc1cc(OC)c(S(N)(=O)=O)cc1C(=O)/C=C/c1ccc(C)cc1,59,42,23,·,12,46,17,·
CCN(CC)CCNC(=O)c1cccc(N2C(=O)/C(=C/c3cccc(F)c3)SC2=S)c1,105,94,102,106,95,93,98,99
N#CCCCCCn1c2ccccc2c2c3c(c4c5ccccc5n(CCCCCC#N)c4c21)C(=O)N(O)C3=O,·,85,95,87,37,95,74,74
CN(C)CCCN1c2ccccc2Sc2ccc(C(F)(F)F)cc21,-64*,-85*,53,-10.0*,37,43,16,-95*
O=C(/C=C/C12c3ccccc3C(c3ccccc31)C1C(=O)NC(=O)C12)c1ccccn1 (stereo unspecified),-33*,-15*,6.1*,-12*,-23*,20,-16*,3.6*
Cc1ccc(N2CCN(C(=S)c3ccccc3)CC2)cc1,105,99,84,89,103,110,90,102
COC(=O)[C@]1(C)N[C@H](c2cn(-c3ccccc3)nc2-c2ccccc2)[C@@H]2C(=O)N(c3ccc(C)cc3)C(=O)[C@@H]21,101,101,104,·,·,106,·,105
C[C@@H](NC(=O)Nc1ccc2cc3ccc(NC(=O)N[C@H](C)c4ccccc4)cc3nc2c1)c1ccccc1,99,102,103,103,89,103,97,103

# Looked up by structure from the entries so far (3):
SMILES,SK-MEL-28,M14,A549/ATCC,HOP-92,HOP-62,EKVX,CCRF-CEM,SK-MEL-5
CC(C)Cn1cnc2c(SC(C)C)nc(N)nc21,105,106,98,99,106,103,98,103
Nc1nc2ccc(OC(F)(F)F)cc2s1,122,103,99,81,·,85,80,89
O=C(Nc1ccccn1)c1ccccc1,119,98,101,97,113,·,126,110

# Gathered by group: the entries above containing bromine.
SMILES,SK-MEL-28,M14,A549/ATCC,HOP-92,HOP-62,EKVX,CCRF-CEM,SK-MEL-5
CCCCC1=C(Br)C(=O)c2ncccc2C1=O,115,98,95,46,91,99,8.1*,90
COc1cc(-n2cc(C#N)c(N)c2C(=O)c2ccc(Br)cc2)cc(OC)c1OC,111,93,99,·,96,100,107,96
O=C(NN1C(=O)c2ccccc2C1=O)c1ccc(Nc2ncnc3c2cnn3-c2cccc(Br)c2)cc1,114,99,105,102,97,107,112,100
Cn1cc(-c2csc(-c3cn(CCN)c4ccc(Br)cc34)n2)c2cccnc21,100,86,37,46,67,75,40,87

# Going on with the list:
SMILES,SK-MEL-28,M14,A549/ATCC,HOP-92,HOP-62,EKVX,CCRF-CEM,SK-MEL-5
C=C(C)[C@@H]1C[C@H](O)Cc2ccc(Cl)c(C)c2N1,115,107,99,·,104,85,102,98
NNC(=O)c1cccs1,108,108,112,76,98,90,116,102
O=C(Nc1ccc(C2=NCCCN2)cc1)Nc1ccc(C2=NCCCN2)cc1,87,93,100,·,101,64,73,70
COc1nc2c(c(=O)[nH]1)C1(C(=O)N(Cc3ccccc3)c3ccccc31)c1c(nc(OC)[nH]c1=O)N2,108,93,103,86,108,95,123,98
COc1cc2c(c3c1c(=O)c1cccc(F)c1n3C)C=CC(C)(C)O2,94,101,89,·,99,·,·,94
O=C1C2CC3N1CCC31c3ccccc3-n3c1c2ccc3=O (stereo unspecified),106,109,98,72,88,106,99,100
COc1cc2cn3c4ccccc4oc(=O)c3c2cc1OC,123,106,109,·,103,·,95,96
COc1nc2c(c(=O)n1C)CN(c1ccccc1)C(=O)C(C)N2 (stereo unspecified),113,95,99,·,88,96,97,104
CC1(O)CCC(Nc2cc(-c3ccc(C(F)(F)F)cc3)c(C#N)c3nc4ccccc4n23)CC1 (stereo unspecified),89,91,56,52,65,54,65,5.8*
CCN(CC)c1ccc(-c2nnc(CN3C=NC4C(N5CCOCC5)=NC=NC43)o2)cc1 (stereo unspecified),110,97,105,107,100,96,107,·
CC(=O)C1=C(O)C(CSCc2ccccc2)N(C)C1=O (stereo unspecified),110,104,103,·,·,94,106,95
Clc1ccc(-c2nn(-c3ccccc3)cc2-c2nc3ccccc3s2)cc1,107,98,96,113,119,108,94,94
Oc1ccc(N=Nc2ccc(N=Nc3ccccc3)cc2)cc1,54,27,9.8*,80,59,40,6.7*,39
COc1ccc(-c2cc(/C=C3\C(=O)Nc4cc(Cl)ccc43)[nH]n2)cc1OC,75,68,76,82,75,·,54,65
CC1(N=Cc2cc(Cl)ccc2O)COP(=O)(NC2CCCC2)OC1 (stereo unspecified),97,95,101,·,·,90,99,97
CC(C)(O)C1=CC2=CC[C@@H]3C(C)(C)C(=O)CC[C@@]3(C)[C@@H]2CC1,110,96,100,93,96,99,95,106

# Source: PubChem (NCI)
